hcGAS lum = human cGAS inhibition; Q8N884; recombinant h-cGAS, ATP depletion, Kinase-Glo luminescence; inhibition, % at 12.5 µM; hit rate 0.081% among 290,000; AID 1259398;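 further: 0% = vehicle reaction and 100% = reaction without DNA for no activity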
Target sequence (Q8N884 whole entry, looked up): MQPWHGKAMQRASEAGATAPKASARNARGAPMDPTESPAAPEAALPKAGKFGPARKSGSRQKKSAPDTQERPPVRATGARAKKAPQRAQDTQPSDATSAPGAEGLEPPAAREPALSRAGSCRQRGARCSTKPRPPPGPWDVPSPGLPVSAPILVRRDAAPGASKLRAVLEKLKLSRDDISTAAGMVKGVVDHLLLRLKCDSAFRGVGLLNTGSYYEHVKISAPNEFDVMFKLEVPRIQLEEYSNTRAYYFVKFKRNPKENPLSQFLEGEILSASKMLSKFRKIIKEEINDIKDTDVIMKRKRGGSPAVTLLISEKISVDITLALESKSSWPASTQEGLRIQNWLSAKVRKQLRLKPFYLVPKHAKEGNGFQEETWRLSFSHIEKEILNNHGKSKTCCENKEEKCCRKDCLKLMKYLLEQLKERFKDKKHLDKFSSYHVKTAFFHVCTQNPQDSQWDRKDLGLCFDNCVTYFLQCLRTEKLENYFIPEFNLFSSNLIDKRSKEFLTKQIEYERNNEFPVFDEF
NPYLR7 agonist = activates Aedes aegypti NPYLR7 receptor. HEK293T NPYLR7/Galpha15, GCaMP6s calcium fluorescence. activation, % at 10 µM. hit rate 0.15% among 270,000. AID 1259423; in the data active means activation above about 40%;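 further: 0% = vehicle and 100% = reference agonist at the receptor; some compounds past the cut are filed as inactive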
mcGAS inh = inhibitors of mouse cGAS | recombinant cGAS, Kinase-Glo ATP depletion luminescence | Q8C6L5 | hit rate 0.15% among 160,000 | inhibition, % at 12.5 µM;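 further: 0% = negative control wells and 100% = reference inhibitor with no enzyme activity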
* marks the source's active call; other numbers are inactive results; / = not tested or not shown; & = joins results of further samples. Unless noted, no stated cut-off is given here; in the data, active means inhibition above about 40%; inactive means the rest.

(1) O=C1CC(C(=O)N2CCC(CCn3cccn3)CC2)C2(CCCC2)O1 (stereo not drawn)
(2) CCCCc1cc(=O)[nH]c(-c2ccc(CN(C)CC)cc2)n1
(3) Cc1csc(NC(=O)CN2CCSCC2c2ccc(C)o2)n1 (stereo not drawn)
(4) COc1cccc(-c2cc(C(=O)Nc3ccc(C)cc3)n(-c3ccc(F)cc3)n2)c1
(5) COC(=O)C1=C(C)N(c2ccc(OC)cc2)C(C)=C(C(=O)OC)C1c1ccccc1
assay / compound	1	2	3	4	5
hcGAS lum	-7	-7	-12	-4	6
NPYLR7 agonist	/	14	14	15	9
mcGAS inh	-4	-17	-6	-6	1

(6) c1ccc2c(c1)CCN(C1CCN(c3nc4nonc4nc3N3CCOCC3)CC1)C2
(7) CCc1nnc(CN(C(=O)c2oc3cc(OC)ccc3c2C)C(C)C)o1
(8) COc1ccc(CN2CCOC(COc3ccc(F)cc3F)C2)cc1OC (stereo not drawn)
(9) c1ccc(C2=NCCn3c(CN4CCN(c5ccccn5)CC4)ccc32)cc1
(10) Cc1c(C(=O)N2CCN(S(=O)(=O)c3cccs3)CC2)oc2ccc(Cl)cc12
assay / compound	6	7	8	9	10
hcGAS lum	-4	-5	-3	-8	-2
NPYLR7 agonist	3	-5	5	20	1
mcGAS inh	/	/	/	/	-4

(11) CCc1ccc(-c2nc(SC(CC)C(=O)Nc3cc(C)on3)n[nH]2)cc1 (stereo not drawn)
(12) COC(=O)c1sc(N2C(=O)C(=O)C(=C(O)c3ccc(F)cc3)C2c2ccc(F)cc2)nc1C (stereo not drawn)
(13) Cc1ccc(CN(Cc2ccc(F)cc2)CC(O)COCc2ccccc2)c(C)c1 (stereo not drawn)
(14) CN1CCC=C(c2noc(C3CCCN3C(=O)C3CCCCC3)n2)C1 (stereo not drawn)
(15) O=C(c1cccc(F)c1)N(Cc1ccc(OS(=O)(=O)c2ccc(F)cc2)cc1)C1CC1
assay / compound	11	12	13	14	15
hcGAS lum	-6	-2	3	-8	-3
NPYLR7 agonist	2	1	15	16	4
mcGAS inh	/	-5	-1	/	-8

Among those listed so far, 3 have a furan ring, fused or not.
(3) Cc1csc(NC(=O)CN2CCSCC2c2ccc(C)o2)n1 (stereo not drawn)
(7) CCc1nnc(CN(C(=O)c2oc3cc(OC)ccc3c2C)C(C)C)o1
(10) Cc1c(C(=O)N2CCN(S(=O)(=O)c3cccs3)CC2)oc2ccc(Cl)cc12
assay / compound	3	7	10
hcGAS lum	-12	-5	-2
NPYLR7 agonist	14	-5	1
mcGAS inh	-6	/	-4

Additional records follow.
(16) CCOC(=O)C1CCCN(C(=O)c2cc(-c3ccccc3Cl)nc3cc(C(C)(C)C)nn23)C1 (stereo not drawn)
(17) CNC(=O)[C@@H]1CN2CCN(C3COC3)C[C@@H]2[C@H]1c1ccccc1
(18) CN(CC1CCCCC1)C(=O)c1cc2ccccc2c(=O)[nH]1
(19) Cc1ccccc1CN1CCC(CN(Cc2cccnc2)C(=O)c2sccc2C)CC1
(20) COCCCN=C1NN=C(c2cc(C)n(Cc3ccco3)c2C)CS1
assay / compound	16	17	18	19	20
hcGAS lum	-8	-12	-1	-3	0
NPYLR7 agonist	17	8	5	-1	3
mcGAS inh	0	-1	-12	-3	-4

(21) Cc1ccc(N2C(=O)NC(=O)/C(=C\c3ccc(N(C)C)o3)C2=O)cc1
(22) O=S(=O)(c1ccc(Cl)s1)N1CCCC(c2nc3ccccc3s2)C1 (stereo not drawn)
(23) O=C(Nc1ccccn1)N1CCN(Cc2ccccc2)C2(CCCCC2)C1
(24) CCN(CC)C(=O)C1CCCN1C(=O)NC(C)c1c(C)noc1C (stereo not drawn)
(25) COC(=O)c1cc(Cl)cc([N+](=O)[O-])c1N
assay / compound	21	22	23	24	25
hcGAS lum	-3	-7	1	3	-9
NPYLR7 agonist	5	2	-9	-2	6
mcGAS inh	-8	-9	/	/	/

(26) COc1ccc(NC(=O)Nc2ccc(N3CCC(Cc4ccccc4)CC3)c(C(=O)N3CCCC3)c2)c(OC)c1
(27) O=C(Nc1cccc(-c2cccc(F)c2)c1)C1CCN(Cc2cccs2)CC1
(28) COc1cccc2sc(N(Cc3cccnc3)C(=O)CCc3ccccc3)nc12
(29) Cc1cc(C)c2nc(N=C(N)NC(=O)c3ccccc3)nc(C)c2c1
(30) Cc1cc(-n2nc(C)cc2C)nc(NS(=O)(=O)c2ccccc2Cl)n1
assay / compound	26	27	28	29	30
hcGAS lum	-5	-11&-7	-4	-9	-4
NPYLR7 agonist	-10	12&16	-16	-8	0
mcGAS inh	-4	-10	-9	-3	-5

Of the compounds above, these contain an NH in an aromatic ring.
(2) CCCCc1cc(=O)[nH]c(-c2ccc(CN(C)CC)cc2)n1
(11) CCc1ccc(-c2nc(SC(CC)C(=O)Nc3cc(C)on3)n[nH]2)cc1 (stereo not drawn)
(18) CN(CC1CCCCC1)C(=O)c1cc2ccccc2c(=O)[nH]1
assay / compound	2	11	18
hcGAS lum	-7	-6	-1
NPYLR7 agonist	14	2	5
mcGAS inh	-17	/	-12

(cont.)
(31) CC1(C)NC(=O)N(Cc2cccc(F)c2)C1=O
(32) CC(C)(Oc1cccc2ccccc12)C(=O)N1CCOC(C(F)(F)F)C1 (stereo not drawn)
(33) O=C(Cc1ccc([N+](=O)[O-])cc1)NCCOc1cccc(C(F)(F)F)c1
(34) Cc1ccc(OCc2nc(C(=O)N3CCc4ccccc43)cs2)cc1
(35) Cc1cc(CC(O)(c2ccccc2)c2ccccc2)on1
assay / compound	31	32	33	34	35
hcGAS lum	5	1	-2	-7	-1
NPYLR7 agonist	-9	4	-8	-6	5
mcGAS inh	/	/	/	/	/

Compound profiles (already shown). Order of values: hcGAS lum, NPYLR7 agonist, mcGAS inh
O=C(Cc1ccc([N+](=O)[O-])cc1)NCCOc1cccc(C(F)(F)F)c1 is listed with -2, -8, /
CC1(C)NC(=O)N(Cc2cccc(F)c2)C1=O is listed with 5, -9, /
Cc1cc(CC(O)(c2ccccc2)c2ccccc2)on1 is listed with -1, 5, /

The listing continues:
(36) COc1cc(OC)cc(C2SCCN2C(=O)Nc2ccc(F)c(F)c2)c1 (stereo not drawn)
(37) Cc1[nH]cnc1-c1nccn1CC1OCCc2ccccc21 (stereo not drawn)
(38) Cc1ccc(-c2cc(C(F)F)nc(S(C)(=O)=O)n2)cc1
(39) Cc1nnc(NC(=O)CC2CC3CCC2C3)s1 (stereo not drawn)
(40) CN(C)CC1(O)CCCN(C(=O)c2cccc(N3CCNC3=O)c2)CC1 (stereo not drawn)
assay / compound	36	37	38	39	40
hcGAS lum	-6	-2	2	-3	5
NPYLR7 agonist	17	/	2	9	-2
mcGAS inh	-6	-2	/	/	0

(41) COc1ccc(CCn2c(-c3ccc(F)cc3C(F)(F)F)nc3cc(Cl)ccc3c2=O)cc1
(42) COC(=O)C(=O)N1CCC(c2nc(-c3ccc(Cl)cc3)no2)CC1
(43) Cc1ccc2nc(N(CCCN3CCOCC3)C(=O)c3cc(C)on3)sc2c1
(44) COC(=O)c1sc2nc(C)[nH]c(=O)c2c1CC(=O)O
(45) COc1cccc(Cc2nc3c(c(N4CCOCC4)n2)CN(C(=O)Nc2cccc(OC)c2)CC3)c1
assay / compound	41	42	43	44	45
hcGAS lum	-7	-1	5	3	-7
NPYLR7 agonist	27	0	13	0	3
mcGAS inh	-8	-5	0	/	-6

(46) Cc1ccc(S(=O)(=O)Cc2ccc(C(=O)O)cc2)cc1
(47) CCCCN(CC(=O)Nc1cc(-c2ccccc2)nn1-c1ccc(F)cc1)C(=O)Nc1ccc(Br)cc1
(48) CCOCc1ccccc1CNC(=O)C1CCCN1S(=O)(=O)c1cccs1 (stereo not drawn)
(49) O=C(NCc1ccc(N2CCOCC2)c(F)c1)Nc1ccccc1
(50) CC(C)C1CCC(C(=O)N[C@H](Cc2ccccc2)C(=O)O)CC1 (stereo partly drawn)
assay / compound	46	47	48	49	50
hcGAS lum	-2	-2	-3	-16	-6
NPYLR7 agonist	-21	9	7	-1	-10
mcGAS inh	/	-3	-12	-9	/

(51) Cc1cc(CN2CCN(c3cccc(C(C)C)n3)CC2)sc1C
(52) CC(NCCCN1CCCC1)C(=O)NC1CCCC1 (stereo not drawn)
(53) Cc1ccccc1C(=O)N[C@@H]1CCCCC1NC(=O)C1CCCN(C(=O)c2ccco2)C1 (stereo partly drawn)
(54) CCCN1C(=O)c2ccccc2N(CC(=O)NCCCn2ccnc2)C(=O)C1Cc1ccccc1 (stereo not drawn)
(55) O=c1c2cnc3nc4ccccc4n3c2ccn1-c1cccc(Cl)c1
assay / compound	51	52	53	54	55
hcGAS lum	-1	-6	-7	-1	1
NPYLR7 agonist	6	9	21	1	0
mcGAS inh	-19	-15	-9	/	/

(56) OCC1(CCOc2ccccc2)CCN(Cc2cc3ccccc3o2)CC1
(57) Cn1c(O)c(N=NC(=O)c2ccccc2)c2ccccc21
(58) COc1cc2c(cc1OC)CN(C1CCCN(Cc3cccc4c3OCO4)C1)CC2 (stereo not drawn)
(59) O=C(CSc1nnc(CNC(=O)c2cccs2)o1)NCC1CCCO1 (stereo not drawn)
(60) CC(C)(C)Nc1nc(NN)nc(NC(C)(C)C)n1
assay / compound	56	57	58	59	60
hcGAS lum	-5&-2	7	-2	6	-7
NPYLR7 agonist	15&-2	-13	-6	-3	1
mcGAS inh	-4	1	/	/	-5

(61) CCCCN(C)S(=O)(=O)NC1CCSc2ccc(Cl)cc21 (stereo not drawn)
(62) CC1=NN(C)c2nc3c(c(=O)n(Cc4ccccc4Cl)c(=O)n3C)n2C1
(63) CCOC(=O)C1(C)CCN1C(=O)c1cccnc1Oc1ccccc1 (stereo not drawn)
(64) Nc1ncnc2c1nc(Br)n2C1OC2COP(=O)(O)O[C@@H]2C1O (stereo partly drawn)
(65) CCCCc1nc(N2CCN(C(=O)C3CCC3)CC2)c2c(-c3ccc4ccccc4c3)noc2n1
assay / compound	61	62	63	64	65
hcGAS lum	-5	-2	-15	-4	-3
NPYLR7 agonist	1	-4	1	7	13
mcGAS inh	/	/	/	-3	-5

(66) CCOc1ccc(-n2nnnc2CNC(=O)c2cc(OCC)c(OCC)c(OCC)c2)cc1
(67) O=C(c1ccc2nc(C3CC3)oc2c1)N1CCCCC1CCc1ccccn1 (stereo not drawn)
(68) COc1cccc(C(=O)Nn2cnc3c(cnn3C(C)(C)C)c2=O)c1OC
(69) CC1CN(C(c2ccc(F)cc2)C2Sc3nc(-c4ccco4)nn3C2=O)CC(C)O1 (stereo not drawn)
(70) Cc1ccccc1C(NS(=O)(=O)NCc1ccccc1)c1ccncc1 (stereo not drawn)
assay / compound	66	67	68	69	70
hcGAS lum	-5	-10	-13	-5	5
NPYLR7 agonist	0	2	2	0	-6
mcGAS inh	-6	/	/	-5	/

Values in list order from the entries so far:
hcGAS lum for entries 66–70: -5, -10, -13, -5, 5

New compounds follow
(71) CC(C)(C)n1cc(C#N)c(NC(=O)NCc2cccc(F)c2)n1
(72) Cc1ccc(/C=C/S(=O)(=O)N2CCC(=O)Nc3ccccc32)cc1
(73) CN(Cc1ccccc1)C(=O)c1ccc2sc([C@@H]3O[C@H](CO)[C@H](O)[C@H](O)[C@H]3O)nc2c1
(74) Cn1c(C(=O)N2CCC(C(N)=O)CC2)cc2c(=O)n3ccccc3nc21
(75) COc1ccc(N2CCN(c3cncc(-c4cccc(N(C)C)c4)n3)CC2)cc1OC
assay / compound	71	72	73	74	75
hcGAS lum	-5&-5	-9&-5	-9	-2&-6	3
NPYLR7 agonist	-1&-24	8&0	1	8&-3	-8
mcGAS inh	/	-15	-6	-5	-1

(76) Cc1cccc(N2CCNC(C)C2=O)c1C (stereo not drawn)
(77) CCc1sc(C(=O)NNS(=O)(=O)c2ccc(S(=O)(=O)N(C)C)cc2)cc1C
(78) CCCCCOc1ccc(C(=O)N[C@@H]2CCCc3ccccc32)cc1OCCCCC
(79) COc1ccccc1-c1cc(C(=O)N(CCC#N)Cc2cccnc2)nc2c(-c3ccccc3)c(C)nn12
(80) Cc1ccc(CN(CCc2ccccc2)C(=O)CN(Cc2ccco2)C(=O)NC(C)(C)C)o1
assay / compound	76	77	78	79	80
hcGAS lum	-7	-1	-11	-2	-2
NPYLR7 agonist	-1	1	-5	4	3
mcGAS inh	/	-4	-5	-4	-4

(81) CCN(CC(=O)N1CCOC(C)C1)Cc1ccc(OC)cc1 (stereo not drawn)
(82) O=C(c1cccnc1)N1N=C(C2CC2)CC1(O)C(F)(F)F (stereo not drawn)
(83) COC(=O)C12C3CC4C5C(C(=NNC(N)=S)C41)C2C53 (stereo not drawn)
(84) COCCN(Cc1cccn1Cc1ccccc1)C(=O)CN(CCC(C)C)C(=O)c1ccc2c(c1)OCO2
(85) COc1ccc(CNc2nc(SC)n[nH]2)cc1OC
(86) COc1ccc(-c2csc(=Nc3ccccc3)n2N2CCOCC2)cc1
assay / compound	81	82	83	84	85	86
hcGAS lum	-9	-7	-4	-1	-10	-1
NPYLR7 agonist	8	7	6	0	-2	0
mcGAS inh	/	/	-5	-1	/	-5

Source: PubChem BioAssay (Fisher Drug Discovery Resource Center)
